KOR beta-arrestin-1: KOR antagonists, beta-arrestin recruitment, cell-based, luminescence, uHTS (AID 1778). Kappa-type opioid receptor (Homo sapiens). KOR beta-arrestin recruitment, luminescence, antagonist mode; higher % means a stronger effect. inhibition, % at 10 µM; hits with a dose series show IC50 in µM. 290,000 tested, 0.091% active; further: strong numbers were not always called active
XIAP displacement: XIAP antagonists, biochemical, IAP family, fluorescence polarization (AID 1018). 200,000 tested, 0.007% active. E3 ubiquitin-protein ligase XIAP (Homo sapiens). one-dose displacement, % at 20 µM; IC50 in µM for titrated hits. XIAP BIR domain, fluorescence polarization peptide displacement; higher % means a stronger effect; in the data active means displacement above about 50%; further: a part of the inactive calls stands beside numbers as strong as those of hits
NOD1 NF-kB reporter: NOD1 signaling inhibitors, primary screen, cell-based, luminescence, uHTS (AID 1578); NOD1-driven NF-kB luciferase reporter cells, luminescence; higher % means a stronger effect; inhibition, % at 4 µM, or EC50 in µM where a hit was titrated; 290,000 tested, 1% active; in the data active means inhibition mostly above about 36%, no sharp cut-off; inactive means mostly below about 34%;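 further: HEK-293T reporter cells stimulated with the NOD1 agonist gamma-tri-DAP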
PMI inhibition: human PMI inhibitors, high substrate, primary screen, biochemical, fluorescence intensity, high mannose 6-phosphate (AID 1220). 190,000 tested, 0.66% active. Mannose-6-phosphate isomerase (Homo sapiens). recombinant PMI enzyme, coupled fluorescence intensity; higher % means a stronger effect. inhibition, % at 20 µM, or IC50 in µM where a hit was titrated
TNAP activators: human TNAP enzyme activators, primary screen, biochemical, luminescent, no phosphate acceptor, uHTS (AID 1001); Alkaline phosphatase, tissue-nonspecific isozyme (Homo sapiens); 200,000 tested, 0.03% active; one-dose activation fold at 20 µM; EC50 in µM for titrated hits; purified TNAP, luminescent activation assay, no phosphate acceptor; higher activation fold means a stronger effect; in the data active means activation fold from about 3, or a potency from the dose series; inactive means the rest, 99 in 100 with activation fold below about 1.6; further: many of its hits are not listed in these tables
KOR beta-arrestin-2: KOR agonists, beta-arrestin recruitment, primary screen, cell-based, luminescence, uHTS (AID 1777); Kappa-type opioid receptor (Homo sapiens); KOR beta-arrestin recruitment, luminescence; higher % means a stronger effect; one-dose activation, % at 10 µM; EC50 in µM for titrated hits; 280,000 tested, 0.02% active; in the data active means activation above about 50%, passing the limit was not always enough; further: a part of the inactive calls stands beside numbers as strong as those of hits
PMI inhibitors: inhibitors of human PMI, primary screen, biochemical, fluorescence intensity, coupled assay (AID 1209); Mannose-6-phosphate isomerase (Homo sapiens); purified PMI enzyme, coupled fluorescence intensity; higher % means a stronger effect; inhibition, % at 20 µM; hits with a dose series show IC50 in µM; 190,000 tested, 0.42% active;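 further: plate controls were DMSO vehicle for no effect and wells lacking substrate for full effect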
LYP phosphatase: inhibitors of LYP phosphatase, biochemical, fluorescence intensity, uHTS (AID 1779); recombinant LYP phosphatase, fluorescence intensity; higher % means a stronger effect; inhibition, % at 11.5 µM; hits with a dose series show IC50 in µM; 290,000 tested, 0.054% active; Tyrosine-protein phosphatase non-receptor type 22 (Homo sapiens);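 further: plate controls were vehicle with enzyme for no effect and no enzyme for full effect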
HEK293 NOD2/NF-kB: NOD2 signaling inhibitors, cell-based, luminescence, uHTS, HEK293 (AID 1566). HEK293 NOD2/NF-kB luciferase reporter, luminescence; higher % means a stronger effect. one-dose inhibition, % at 4 µM; EC50 in µM for titrated hits. 290,000 tested, 0.63% active; further: many of its hits are not listed in these tables
* = called active by the depositor; x = not tested or not shown; [ ] = remark or other dose. Unless noted, no stated cut-off is given here; in the data, active means inhibition above about 50%; inactive means the rest.

entry	molecule	KOR beta-arrestin-1	XIAP displacement	NOD1 NF-kB reporter	PMI inhibition	TNAP activators	KOR beta-arrestin-2	PMI inhibitors	LYP phosphatase	HEK293 NOD2/NF-kB
1	CCc1ccc(/C=C2\SC(=S)N(CCCC(=O)Nc3nccs3)C2=O)cc1	-28%	-5.3%	-5%	-14%	1	14%	3%	-6%	10%
2	CCc1nnc(NC(=O)CSc2nnc(-c3cccnc3)n2CC)s1	-9%	-24%	4%	-11%	1	0.0%	-8%	-3%	-5%
3	O=C(COC(=O)c1ccc([N+](=O)[O-])s1)NCc1ccccc1	-11%	-7.6%	-18%	-4%	0.9	-6.7%	4%	-4%	10%
4	Cc1nn(S(=O)(=O)c2ccc(Cl)cc2)c(C)c1S(=O)(=O)N1CCOCC1	-53%	x	-10%	x	x	4.0%	x	-11%	-12%
5	O=C(NCC1COc2ccccc2O1)c1ccco1 (configuration not stated)	-10%	-1.7%	-12%	-4%	1.1	36%	-3%	1%	-10%
6	COc1ccc(C(=O)Nc2nc3nc(-c4ccccc4)cc(=O)n3[nH]2)cc1	-39%	-3.4%	-9%	12%	1.3	-0.2%	14%	0%	20%
7	Clc1ccc(Cc2nnc(-c3cccs3)o2)cc1	19%	-5.2%	-25%	-8%	1.1	-1.1%	-12%	-5%	-21%
8	Cc1nn(C(C)C(=O)Nc2ccccc2Cl)c(=O)c2nn(-c3ccccc3)c(C)c12 (configuration not stated)	-17%	x	7%	x	x	2.4%	x	-10%	13%
9	Cc1nc(-c2ccccn2)sc1C(=O)Nc1ccc(F)cc1F	8%	-5.6%	-8%	7%	1.1	0.1%	4%	-1%	-39%
10	C=CCn1cc(C(=O)OC)c(=O)c2cc(S(=O)(=O)N(CC)CC)ccc21	42%	-2.9%	-4%	-8%	1.1	-7.5%	-2%	-6%	0%
11	Cc1ccc2[nH]c(=O)c(CN(Cc3ccccc3Cl)C(=O)N3CCOCC3)cc2c1	5%	-2.2%	-15%	9%	1	-3.7%	10%	3%	14%
12	CCn1c(-c2ccccc2)ccc(C#N)c1=O	-30%	-9.3%	-17%	22%	1	2.8%	19%	6%	2%
13	O=C(CN1CCc2ccccc2C1)Nc1ccc(F)cc1F	-28%[20 µM]	-0.5%	-32%	0%	1	-0.9%	12%	-7%	-5%
14	COC(=O)C1=C(C(=O)OC)[C@@H]2N(C)c3ccccc3[C@@]23C[C@@H](CO)N(C(=O)NCCBr)C3=N1	39%	x	-3%	x	x	-3.3%	x	0%	12%
15	Cc1noc(NS(=O)(=O)c2ccc(NC(=O)CCCOc3ccc(Cl)cc3Cl)cc2)c1C	18%	-3.9%	-10%	-15%	1.1	11%	-20%	-5%	21%
16	Oc1oc(-c2ccccc2)nc1C=NCc1ccncc1	-4%	-3.1%	-9%	8%	1.1	-1.6%	-1%	3%	10%
17	O=C(C1CCCN(S(=O)(=O)c2cccc3nonc23)C1)N1CCN(c2ccccc2)CC1 (configuration not stated)	-29%	-1.3%	-30%	12%	1.1	7.1%	12%	-4%	5%
18	Nc1nc(Nc2cccc(F)c2)nc(NCc2ccco2)c1[N+](=O)[O-]	0%	x	-9%	x	x	4.9%	x	-2%	12%
19	Cc1ccc(CNC(=O)CCS(=O)(=O)c2cc(Br)cc3c2N(C(=O)C2CC2)CC3)o1	-43%	-3.5%	10%	-32%	1.1	2.2%	-11%	-4%	2%
20	CCOc1ccccc1-n1c(SCC(=O)NC(C)(C)C)nnc1-c1ccoc1C	-46%	-2.4%	42%	-10%	1	4.2%	-19%	-8%	0%
21	O=C(Nc1cccc(O)c1)C1CC(c2cccc(Br)c2)=NO1 (configuration not stated)	5%	x	-3%	x	x	-0.1%	x	-5%	4%
22	CCc1cc(C(=O)NNC(=O)CCl)sc1C	19%	0.7%	-20%	-3%	1.3	-5.2%	-14%	-4%	-22%
23	CCCOC(=O)CSc1nc(N2CCOCC2)c2c(c1C#N)CC(C)(C)OC2	23%	x	-7%	x	x	-3.6%	x	2%	6%
24	CCn1cc(/C=N\NC(=O)C2(C)CC2(Cl)Cl)c(C)n1 (configuration not stated)	-28%	-8.4%	43%	10%	1	3.5%	7%	-1%	-10%
25	Cc1cccc(N2CCN(C(=O)CCCSc3nc4ccccc4[nH]3)CC2)c1C	4%	-2.2%	10%	5%	1	-0.4%	20%	-10%	22%
26	O=C(N/C(=C/c1ccco1)C(=O)N1CCCCCC1)c1ccccc1	1%	x	-9%	x	x	-2.4%	x	-6%	1%
27	CCC/C=N/NC(=O)c1cc(-c2ccccc2)nc2ccccc12	24%	-6.1%	-18%	-2%	1	-1.9%	4%	-6%	7%
28	CC(=O)Nc1ccc(NC(=O)CSc2nc3c([nH]c4ccccc43)c(=O)n2-c2ccccc2F)cc1	-28%	x	7%	x	x	2.0%	x	-11%	34%
29	COc1ccc(NC(=O)CC(c2ccc(F)cc2)c2ccc(OC)cc2)cc1 (configuration not stated)	33%	-4.6%	-4%	-2%	1.2	1.5%	6%	-4%	4%
30	CNC(=O)COC(=O)/C=C/c1cn(-c2ccccc2)nc1-c1ccc2c(c1)OCCO2	21%	-7.4%	1%	5%	1.1	-5.8%	3%	-6%	24%
31	O=C(NCCCO)c1cc([N+](=O)[O-])cc2c1C=Cc1ccccc1O2	6%	-4.0%	-19%	-5%	1.1	-2.3%	-1%	-6%	10%
32	O=C(CN(Cc1ccccc1)C(=O)c1csnn1)NCCc1ccccc1	3%	x	9%	x	x	-5.8%	x	-15%	-9%
33	O=C(NC1CCN(Cc2ccccc2)CC1)c1cccc(OC(F)F)c1	-46%	x	-11%	x	x	-3.6%	x	-3%	-12%
34	Cc1cccc(CCNC(=O)c2cc(S(=O)(=O)N3CCOCC3)cn2C)c1	-18%[20 µM]	x	-12%	x	x	-5.0%	x	-12%	10%
35	CCCNS(=O)(=O)c1ccc(OCC(=O)NCCC2=CCCCC2)cc1	x	-6.7%	10%	4%	1.1	-2.4%	5%	-3%	-19%
36	Cc1cc(/C=C2/NC(=O)NC2=O)c(C)n1-c1sc2c(c1C#N)CCCC2	-12%	-3.7%	2%	-1%	1	-2.9%	4%	-8%	4%
37	CC1=C(C(=O)OCc2ccccc2)C(c2ccc([N+](=O)[O-])cc2)NC(=O)N1 (configuration not stated)	-24%	x	-17%	x	x	1.6%	x	-10%	38%
38	CCC(OC(C)=O)c1cc2c(cc1[N+](=O)[O-])OCCO2 (configuration not stated)	-27%[20 µM]	-1.5%	-26%	18%	1.1	x	10%	-4%	-5%
39	COc1cccc(NC(=O)c2ccc(-n3cccn3)nc2)c1	-14%	-3.1%	16%	9%	1.1	2.2%	11%	-4%	-18%
40	Cc1nc(SCC(=O)NCc2ccco2)c2oc3ccccc3c2n1	8%	-0.7%	-3%	-7%	1.1	-5.0%	-8%	-1%	8%
41	COc1cc(-c2csc(CCn3nc(C)cc3C)n2)cc(OC)c1OC	-1%	-6.1%	-24%	5%	1.1	-0.3%	11%	2%	9%
42	Cc1c(N=Cc2ccc(Cl)o2)c(=O)n(-c2ccccc2)n1C	14%	-2.3%	14%	4%	1.1	-2.4%	-6%	-6%	5%
43	CCOc1ccccc1NC(=O)Cn1[nH]c(=O)c2ccccc2c1=O	14%	-3.8%	-15%	-11%	1.1	-3.7%	-8%	-7%	11%
44	CCCc1nc2ccc([N+](=O)[O-])cc2[nH]1	-24%[20 µM]	-4.1%	-19%	2%	1.1	-4.9%	-2%	-5%	19%
45	Clc1ccc(-c2noc(CSc3nnc(Cc4cccs4)n3-c3ccccc3)n2)cc1	13%	-1.0%	21%	15%	1.1	1.7%	22%	0%	24%
46	COc1ccc(-c2nc(C#N)c(NCCCn3ccnc3)o2)cc1OC	-39%	-2.8%	-26%	-4%	1.1	-1.1%	-1%	-7%	12%
47	CCCCN(CC)CCNC(=O)c1cn(-c2ccc(Cl)cc2)c(=O)c2ccccc12	14%	-12%	27%	10%	1.1	-1.1%	8%	-10%	16%
48	CCc1cccc(C)c1NC(=O)c1cccnc1	-2%	x	-19%	x	x	-4.5%	x	-1%	6%
49	N#CCSc1nnc2c(Cl)cc(Cl)cn12	-7%	-6.2%	-18%	11%	1	0.3%	5%	-5%	-12%
50	CCc1cc(SC#N)cc(C)c1NC(=O)CCl	-25%	1.9%	12%	-26%	1.1	5.3%	-25%	-4%	-20%
51	O=S1(=O)CC(O)C(N(CCO)C(=S)Nc2ccccc2)C1 (configuration not stated)	14%	x	-6%	x	x	0.1%	x	-8%	-2%
52	COc1ccc(-c2csc(Cc3nnc4n3CCCCC4)n2)cc1OC	-5%	-12%	9%	-4%	1.1	-1.6%	-8%	-6%	14%
53	COc1ccc(-c2noc(C3CCCN(C(=O)c4ccccc4C)C3)n2)cc1 (configuration not stated)	-29%[20 µM]	x	40%	x	x	-3.2%	x	-8%	48%
54	COc1ccc(-c2cnc3nc[nH]c(=O)c3n2)cc1	2%	-8.6%	-28%	-8%	1.1	4.2%	0%	-6%	3%
55	CCCN1CCN(CCCNC(=O)c2ccc(CS(=O)c3ccc(OC)cc3)o2)CC1 (configuration not stated)	42%	x	-15%	x	x	-1.6%	x	-12%	10%
56	CCOC(=O)CC(=O)CSc1ccc2nnc(-c3ccccc3)n2n1	47%	6.6%	-5%	9%	1.1	-4.7%	5%	-6%	19%
57	Cc1ccccc1C(=O)NC(CC(C)C)C(=O)Nc1cccc(S(=O)(=O)N(C)C)c1 (configuration not stated)	-21%	-4.1%	-46%	-6%	1	2.8%	-12%	-5%	-1%
58	OC(COCc1ccc2c(c1)OCO2)CN1CCC(Cc2ccccc2)CC1 (configuration not stated)	17%[20 µM]	-5.7%	-30%	-5%	1.1	-6.0%	-2%	-8%	-36%
59	Cc1ccc(C2C3=C(CC(C)(C)CC3=O)NC3=C2C(=O)CC(C)(C)C3)o1	9%	-4.3%	-14%	-14%	1.1	22%	-10%	-4%	5%
60	Cc1nn(Cc2ccccc2)c(Cl)c1C(=O)OCc1nnc(-c2ccccc2)o1	30%	-4.6%	0%	15%	1	2.9%	8%	-3%	13%
61	O=c1[nH]n(-c2ncnc3c2cnn3-c2ccccc2)c(=O)c2ccccc12	19%	-5.2%	1%	-2%	0.9	17%	-3%	-3%	18%

Profiles, looked up by structure:
`COc1ccc(-c2csc(Cc3nnc4n3CCCCC4)n2)cc1OC` is listed as KOR beta-arrestin-1 = -5%; XIAP displacement = -12%; NOD1 NF-kB reporter = 9%; PMI inhibition = -4%; TNAP activators = 1.1; KOR beta-arrestin-2 = -1.6%; PMI inhibitors = -8%; LYP phosphatase = -6%; HEK293 NOD2/NF-kB = 14%
`O=c1[nH]n(-c2ncnc3c2cnn3-c2ccccc2)c(=O)c2ccccc12` is listed as KOR beta-arrestin-1 = 19%; XIAP displacement = -5.2%; NOD1 NF-kB reporter = 1%; PMI inhibition = -2%; TNAP activators = 0.9; KOR beta-arrestin-2 = 17%; PMI inhibitors = -3%; LYP phosphatase = -3%; HEK293 NOD2/NF-kB = 18%

The list is partial; count on the stated rates, not on these rows.
